FLuc counter = firefly luciferase modulation, counter-screen for miR-21 project. P08659. purified FLuc, Km substrates, luminescence inhibition. Potency, µM (doses to about 57.5 µM), for the others: top-dose activity change, negative = inhibition, hits mostly inhibitors. 6.9% of 360,000 active. AID 588342; active means well fitted inhibition curve with a large enough effect; inconclusive means small, poorly fitted or top-dose-only effect;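 further: plate controls were vehicle for no effect and reference inhibitor for full effect; nearly all actives have a fitted effect of over 55% in size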
Target sequence (P08659 whole entry, looked up): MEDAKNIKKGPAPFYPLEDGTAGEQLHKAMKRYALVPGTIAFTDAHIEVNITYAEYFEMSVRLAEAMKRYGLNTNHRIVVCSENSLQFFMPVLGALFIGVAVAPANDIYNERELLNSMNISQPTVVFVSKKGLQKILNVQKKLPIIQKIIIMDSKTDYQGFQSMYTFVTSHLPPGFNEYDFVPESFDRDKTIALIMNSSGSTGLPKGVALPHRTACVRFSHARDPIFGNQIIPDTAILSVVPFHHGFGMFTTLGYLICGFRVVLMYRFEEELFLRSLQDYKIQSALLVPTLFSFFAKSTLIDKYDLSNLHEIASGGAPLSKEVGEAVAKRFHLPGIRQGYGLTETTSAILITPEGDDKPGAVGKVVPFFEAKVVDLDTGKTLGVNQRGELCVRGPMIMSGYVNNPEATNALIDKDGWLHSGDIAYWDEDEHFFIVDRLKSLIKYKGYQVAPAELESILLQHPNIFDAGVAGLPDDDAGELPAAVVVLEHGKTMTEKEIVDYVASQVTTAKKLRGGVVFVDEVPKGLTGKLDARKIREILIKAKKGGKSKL
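Purified P. pyralis luciferase, 10 nM final, with Km-level 10 uM D-luciferin and 10 uM ATP in 50 mM Tris acetate pH 7.5, 10 mM Mg acetate, 0.01% Tween-20, 0.05% BSA; 6-point qHTS titration about 60 µM downward; luminescence read.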
Active calls of the source: *; u = inconclusive. Potency means the concentration at half of the fitted maximal effect. The list is partial (hit frequency here may not be typical).

compound	FLuc counter
CCC(=O)N1c2ccccc2CC1C(=O)N1CCN(c2ccccc2)CC1 (configuration not stated)	2.8%
Cc1nn(CC(=O)NC2CC2)c(=O)c2cc3ccccc3n12	-4.8%
Cc1ccc(S(=O)(=O)C(CNC(=O)Cc2ccc(Cl)cc2)c2cccs2)cc1 (configuration not stated)	-15.5%
Cc1ccc(NC(=O)c2cc3c(=O)n(Cc4ccco4)ccc3nc2C)cc1C	-8.7%
Cc1cccc(NC(=O)c2c(NC(=O)c3ccco3)sc3c2CCC(C(C)(C)C)C3)c1 (configuration not stated)	4.1%
CCCN1C(=O)CN(C2CCCCCC2)C(=O)C1c1ccc(OCC)c(OC)c1 (configuration not stated)	-3.0%
COc1cc2ccccc2cc1C(=O)Nc1ccc2oc(-c3ccccc3)nc2c1	-0.2%
Cc1nn2c(=O)cc(COC(=O)c3ccc(F)cc3)nc2s1	-6.7%
COc1ccc(N2CCN(S(=O)(=O)c3ccc(-c4cc(C(F)(F)F)on4)s3)CC2)cc1	-6.5%
COc1cccc(N2CC(NC(=O)C3CC3)CC2=O)c1 (configuration not stated)	-2.4%
COc1ccc(N2CCN(C(=O)C(C)n3c(=O)cc(C(F)(F)F)c4c(C)nn(C)c43)CC2)cc1 (configuration not stated)	-0.8%
CCCN1CCN(CCNC(=O)Nc2ccc(OC)c(OC)c2)CC1	2.7%
CCOC(=O)c1cc(-c2ccccc2)n(CCCC(=O)Nc2ccc(C)cc2Cl)c1C	-5.8%
COc1ccc(CCNC(=O)c2c(Nc3ccccc3C)sc(C(=O)c3ccccc3)c2N)cc1OC	-13.1%
CCN(CC)C(=O)CN1C(=O)COc2ccc(S(=O)(=O)N3CCOCC3)cc21	-0.3%

Overlap with the part before: 4 compounds; new compounds follow.
compound	FLuc counter
CCCN1CCN(CCNC(=O)Nc2ccc(OC)c(OC)c2)CC1	2.7%
CCOC(=O)c1cc(-c2ccccc2)n(CCCC(=O)Nc2ccc(C)cc2Cl)c1C	-5.8%
COc1ccc(CCNC(=O)c2c(Nc3ccccc3C)sc(C(=O)c3ccccc3)c2N)cc1OC	-13.1%
CCN(CC)C(=O)CN1C(=O)COc2ccc(S(=O)(=O)N3CCOCC3)cc21	-0.3%
N#C/C(=C/c1ccccc1Cl)c1nc2ccccc2c(=O)[nH]1	1.5%
Cc1cc2nc(-c3cccc(NC(=O)c4cccc5ccccc45)c3)oc2cc1C	2.13µM*
CCOC(=O)C1=C(CS(=O)(=O)c2ccc(C(C)(C)C)cc2)NC(=O)NC1c1cccc(OC)c1 (configuration not stated)	4.1%
Cc1ccc(COC(=O)c2[nH]c3c(c2C)C(=O)CC(c2ccc(Cl)cc2)C3)cc1 (configuration not stated)	0.7%
Cc1cccc(C(=O)n2nc(-c3cccnc3)nc2NCc2ccc(F)cc2)c1	-0.6%
Cc1ccccc1Cn1c(COc2ccc(Cl)cc2)nc2ccccc21	u
CCOc1ccc(NC(=O)Cn2c(=O)c(CNc3ccc(CC)cc3)cc3cc4c(cc32)OCO4)cc1	3.6%
CCN(CC)C(=O)c1sc2c(c1C)c(=O)n(-c1ccccc1)c(=O)n2Cc1cc(=O)n2ccccc2n1	-0.4%
CCCC(=O)NCc1nc2cccnc2n1Cc1ccc(F)cc1	1.8%
CCOc1ccc(CNC(=O)c2cccc(NC(=O)N3CCSc4ncccc43)c2)cc1	3.4%
CCOCCCn1c(=N)c(C(=O)NC2CCCC2)cc2c(=O)n3cc(C)ccc3nc21	-1.2%
COc1ccccc1OCCn1c(-c2ccc(Cl)cc2)nc2ccccc2c1=O	1.1%
COc1ccc(Cn2c(CO)cnc2SCc2ccc(C)cc2)cc1	16.9µM*
O=C(Nc1ccccc1O)c1cc(S(=O)(=O)N2CCCC2)ccc1Cl	-7.6%
CC(C)CCOc1ccccc1Cn1c(=O)sc2ccccc21	-4.0%
Cc1cccc2nc(-c3ccc(Cl)s3)c(Nc3ccc4c(c3)OCCO4)n12	u
COc1ccc(C2C(=O)N(C3CCC(C)CC3)CC(=O)N2C2CCCC2)cc1OC (configuration not stated)	-1.0%
Cc1ccc(NC2=C(CC(=O)O)C(c3ccc(F)cc3)N(c3ccc(C)cc3)C2=O)cc1 (configuration not stated)	u
COc1cccc(Cc2nc3ccccc3nc2SCC(=O)Nc2ccccc2F)c1	-7.6%
CCc1ccc(C(=O)c2cn(CC(=O)Nc3ccc(C)c(C)c3)c3ccccc3c2=O)cc1	-7.4%
CCOCCc1nnc(NC(=O)C(=O)c2cc(C)n(-c3ccc(Cl)cc3)c2C)s1	-1.2%
CCc1ccccc1N(C)C(=O)C1CCCN(c2ncnc3onc(-c4ccc(F)cc4)c23)C1 (configuration not stated)	4.4%
COc1ccc(NS(=O)(=O)c2ccc3c(c2)CCN3C(=O)CCC(=O)O)cc1Cl	-12.4%
CCC(=O)Nc1ccccc1-c1nc2ccccc2n(C(C)C(=O)Nc2cccc(Cl)c2C)c1=O (configuration not stated)	4.8%
Cc1cccc(N(C)c2nc3ccccc3c3nnc(C)n23)c1	-1.5%
CC(C)CCNC(=O)c1cc2cc(S(=O)(=O)N3CCCCC3)ccc2n1C	-1.1%
Brc1ccc(-c2nc3ccccn3c2Nc2ccc3c(c2)OCCO3)o1	13.5µM*
O=C(CSCc1cc(=O)c2ccccc2[nH]1)Nc1cccc(C(F)(F)F)c1	-5.1%
Cc1ccc2c(CC(=O)Nc3ccc(S(=O)(=O)N4CCCC(C)C4)cc3)coc2c1 (configuration not stated)	2.9%
CC(C(=O)Nc1ccccc1C(F)(F)F)n1nnc2sc3c(c2c1=O)CCCC3 (configuration not stated)	1.7%

Next records follow.
compound,FLuc counter
COc1ccccc1C(=O)Nc1ccc(S(=O)(=O)Nc2ncccn2)cc1,4.1%
O=C(NCCC1=CCCCC1)c1ccc2c(c1)N(Cc1ccccc1)C(=O)c1ccccc1S2(=O)=O,-5.8%
COc1ccc(Nc2cc(C(=O)NCc3ccccc3OC)c3ccccc3n2)cc1,10.7µM*
CC1CN(c2ccc(Cl)cc2)c2nc3c(c(=O)n(CC(=O)O)c(=O)n3C)n2C1 (configuration not stated),3.0%
CC(C)Oc1ccc(CNC(=O)c2ccc(NC(=O)N3CCSc4ncccc43)cc2)cc1,-5.0%
CSc1ccc(CCNC(=O)CCn2c(=O)c3cccn3c3cccnc32)cc1,3.2%
CCOc1ccc(NC(=O)CSc2oc(-c3ccco3)nc2S(=O)(=O)c2ccccc2)cc1,5.9%
CSc1ccc(CNc2ncc(-c3ccccc3)n2C)cc1,-18.6%
Cc1ccc2c(c1)C(C)(c1ccccc1)CC(C)(C)N2C(=O)c1ccc(F)cc1 (configuration not stated),-5.9%
O=C(NCC(c1ccc2c(c1)OCO2)N1CCOCC1)c1ccccc1 (configuration not stated),-0.9%
CCCCN(C)CCCNC(=O)Cn1ncc2c3ccccc3n(Cc3cccc(Cl)c3)c2c1=O,-6.5%
CCOC(=O)c1cc(S(=O)(=O)Nc2cc(F)ccc2C)[nH]n1,-6.1%
COc1ccc(NC(=O)N(Cc2ccco2)C2CCN(C(C)=O)CC2)c(OC)c1,-3.8%
CCCCNC(=O)c1cc(Sc2ccc(OCC)cc2)nc2ccccc12,1.1%
Cc1cccc(OCC(=O)Nc2ccc(C(=O)OCc3cc(=O)n4nc(C5CC5)sc4n3)cc2)c1,-0.3%
CCc1ccc2occ(CC(=O)Nc3sc4c(c3C(=O)NCCOC)CCCC4)c2c1,-8.8%
Fc1ccc(N2CCN(c3ncnc4onc(-c5ccc(Cl)cc5)c34)CC2)cc1,5.2%
COCCCn1c(=O)c2sccc2n2c(CCCC(=O)Nc3ccc(F)c(F)c3)nnc12,-4.3%
Cc1cc(C)c(Cn2c(CCNC(=O)c3ccco3)nc3ccccc32)c(C)c1,-5.1%
COc1cc(C2c3c(oc4ccccc4c3=O)C(=O)N2c2ccccn2)cc(OC)c1OC (configuration not stated),-3.9%
COc1ccc(NC(c2ccc(F)cc2)c2nnc(-c3ccccc3Cl)o2)cc1Cl (configuration not stated),0.5%
Cc1ccc2c(c1)c(=O)c(C(=O)c1ccc3c(c1)OCO3)cn2Cc1ccc(Cl)cc1,-4.7%
CCc1cccc(C)c1NC(=O)CN1C(=O)C2(SCC(=O)N2c2cccc(F)c2)c2ccccc21 (configuration not stated),-6.8%
Cc1ccc(CSc2nc3cccnc3n2Cc2ccc(C(=O)NCc3cccs3)cc2)cc1,0.953µM*
Cc1cccc(-n2cnc3cc(C(=O)NC4CCCCCC4)ccc32)c1,u
Cc1ccc(N2CC(NC(=O)C3CCCCC3)CC2=O)cc1C (configuration not stated),5.2%
Cc1ccc(C)c(N2CCN(C3(c4ccccc4)C(=O)c4ccccc4C3=O)CC2)c1,-6.8%
CCc1ccc(NC(=O)CSc2nc3c([nH]c4ccccc43)c(=O)n2C)cc1,0.2%
Cc1ccc(NC(=O)c2sc3nc(-c4ccncc4)ccc3c2N)cc1,-6.3%
CCOC(=O)c1c(NC(=O)CSc2cn(CCNC(=O)c3ccccc3OC)c3ccccc23)sc2c1CCC2,-2.4%

Individual results from the entries so far:
In FLuc counter, Cc1cc(C)c(Cn2c(CCNC(=O)c3ccco3)nc3ccccc32)c(C)c1 has -5.1%
In FLuc counter, COc1cccc(N2CC(NC(=O)C3CC3)CC2=O)c1 (configuration not stated) has -2.4%
In FLuc counter, CCC(=O)Nc1ccccc1-c1nc2ccccc2n(C(C)C(=O)Nc2cccc(Cl)c2C)c1=O (configuration not stated) has 4.8%
In FLuc counter, CCOC(=O)c1cc(S(=O)(=O)Nc2cc(F)ccc2C)[nH]n1 has -6.1%

In another format: entries from further up.
> COc1ccc(NC(=O)N(Cc2ccco2)C2CCN(C(C)=O)CC2)c(OC)c1
  FLuc counter: -3.8%
> CCCCNC(=O)c1cc(Sc2ccc(OCC)cc2)nc2ccccc12
  FLuc counter: 1.1%

Next part:
compound,FLuc counter
Cc1ccc(Nc2cc(C(=O)NCc3cccs3)c3ccccc3n2)c(C)c1,u
Cc1ccc(Cn2c(SCc3ccc(C(=O)NCCc4ccccc4)cc3)nc3ccncc32)cc1,-11.8%
CCOc1cc(C2c3c(oc4ccc(F)cc4c3=O)C(=O)N2Cc2ccc(C)cc2)ccc1O (configuration not stated),3.6%
Cc1ccc(-c2nnc(SCc3ccccc3C)o2)cc1,10.7µM*
COc1cc(CCC(=O)NCc2ccc3c(c2)CCN3C(=O)c2ccc(F)cc2)cc(OC)c1OC,6.8%
CCOC(=O)c1c(C)[nH]c(C)c1S(=O)(=O)N(C)CC(=O)Nc1ccc(C)c(N(C)C)c1,-12.2%
CCn1ccc2cc(S(=O)(=O)N3CCCN(C(=O)Nc4ccccc4F)CC3)ccc21,-10.7%
COc1ccc(OC)c(CNC(=O)C2COc3ccccc3C2)c1 (configuration not stated),-0.4%
COc1ccc(N2Cc3cccc(C(=O)Nc4ccc(C)c(C)c4)c3C2=O)cc1,-19.4%
COC(=O)c1c(C)oc2ccc(N(C(=O)c3ccncc3)S(=O)(=O)c3c(C)cc(C)cc3C)cc12,-7.3%
COc1ccc(S(=O)(=O)Nc2cccc(-c3ccc(N4CCCCCC4)nn3)c2)cc1,6.75µM*
COc1cccc(N2CCN(C(=O)c3cnn(C(C)(C)C)c3C3CCN(C(=O)OC(C)(C)C)CC3)CC2)c1,1.0%
COc1ccc(-c2cc(C(F)(F)F)nc(SCC(=O)N3CCCCC3)n2)cc1,-2.5%
COc1ccc(NC(=O)Nc2cn(CC(C)C)c(=O)c3ccccc23)c(OC)c1,-7.5%
Cc1ccc(C)c(N2CCN(C(=O)C3CCN(S(=O)(=O)c4cn(C)cn4)CC3)CC2)c1,-8.0%
CCc1cccc(-n2c(=O)c3cccnc3n2CC(=O)NCc2ccccc2Cl)c1,0.2%
Cc1ccc(-n2ncc3c(Nc4ccc(Oc5ccccc5)cc4)ncnc32)cc1,-6.0%
O=C1CN(C(=O)Cc2ccccc2)C(c2ccc(F)cc2)c2cc(Br)ccc2N1 (configuration not stated),-0.1%
CC1CCC(NC(=O)c2ccc3c(c2)N(Cc2ccccc2F)C(=O)c2ccccc2S3=O)CC1 (configuration not stated),-1.1%
Cc1ccc(S(=O)(=O)c2nnn3c2nc(NCc2ccc4c(c2)OCO4)c2sccc23)cc1,-5.3%
COc1ccccc1N1CCN(c2ncnc3c2c(-c2ccccc2)cn3-c2cccc(Cl)c2)CC1,-1.2%
CCCN1CCN(CC2=C(C(=O)OCC)C(c3ccc(OC(C)C)cc3)NC(=O)N2)CC1 (configuration not stated),-8.0%
COc1ccc2c(c1)c1c(c(=O)n(-c3ccc(F)c(Cl)c3)c(=O)n1Cc1ccccc1C)n2C,-5.7%
CCOc1ccc(-n2cc(-c3ccccc3)c3c(NC4CCCC4)ncnc32)cc1,-8.1%
CC(C)Cn1cc(NC(=O)N2CCN(c3ccccc3F)CC2)c2ccccc2c1=O,1.4%
Cc1ccc(CNC(=O)c2sc3nc[nH]c(=O)c3c2C)cc1,-8.5%
COCCCNC(=O)c1nn(C)c2c1CS(=O)(=O)c1ccccc1-2,-16.7%
Cn1c(-c2ccc(S(=O)(=O)N3CCCC3)cc2)csc1=Nc1ccc(Cl)c(Cl)c1,-0.6%
COc1ccc(-n2nc3c(N4CCC(C(=O)NCc5cccc(F)c5)CC4)nnc(C)c3c2C)cc1,-8.5%
COc1ccc(-c2nc(C)c(CCNC(=O)C(=O)Nc3ccccc3F)s2)cc1,-4.1%
Cc1ccc(CCNC(=O)c2cn(C)c3ccc(S(=O)(=O)N4CCC(C)CC4)cc3c2=O)cc1,4.2%
Cc1ccc(C(=O)c2cn(CC(=O)NCc3ccccc3Cl)c3nc(C)ccc3c2=O)cc1,-3.0%
O=C(Cn1cnc2c(oc3ccccc32)c1=O)Nc1ccc(OC(F)(F)F)cc1,1.9%

Screening results deposited in PubChem BioAssay by National Center for Advancing Translational Sciences (NCATS).
